KCC2 mod: modulates chloride dependent transport by human KCC2; KCC2 cells, thallium flux FluoZin-2 fluorescence; B-score of Tl+ flux slope (higher = more flux/activation; lower = inhibition) at 10 µM; hit rate 2.2% among 190,000; AID 1456;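 active = thallium flux slope and its plate-corrected score both differing from the plate sample mean at a set confidence after two filtering rounds, in either direction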;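 also: slope of fluorescence scaled to starting intensity during 10 to 20 s after thallium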
Furin inh: blocks human furin protease activity | AID 463115 | inhibition, % at 30 µM | hit rate 0.061% among 220,000 | P09958 | purified furin, fluorogenic substrate cleavage; in the data active = inhibition above about 25%; also: inactives centre near -15
FXIIa inh: blocks human coagulation factor XIIa protease activity. P00748. purified FXIIa, Boc-QGR-AMC fluorogenic substrate, 2 h. inhibition, % at 5 µM. hit rate 0.3% among 220,000; in the data active = inhibition above about 40%;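 also: 0% = enzyme with no compound and 100% = blank without enzyme; many of its hits are not listed in these tables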
FXIa inh 1536: inhibitors of human coagulation factor XIa | P03951 | purified FXIa, Boc-Glu-Ala-Arg-AMC fluorogenic substrate | inhibition, % at 5 µM | hit rate 0.14% among 220,000 | AID 798;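 active = inhibition of at least 40%; inactive = inhibition below 40%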;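 also: fluorescence of freed AMC excited at 355 nm; 0% = enzyme without compound and 100% = no enzyme blank; many of its hits are not listed in these tables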
thrombin 1536: blocks human thrombin protease activity; AID 1046; P00734; hit rate 0.26% among 220,000; alpha-thrombin, Boc-VPR-AMC fluorogenic substrate cleavage; inhibition, % at 5 µM;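 active = inhibition at or above 40%; inactive = inhibition below 40%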;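 also: 0% = enzyme with no compound and 100% = wells without enzyme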
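System – human alpha-thrombin · Medium – pH 7.5 Tris (50 mM) with NaCl 150 mM, Tween 20 0.05% · Compound – single-point dosing at 5 µM, 0.2% DMSO · Incubation – enzyme reaction carried out at room temperature · Technique – fluorescence of released AMC, ex 355 nm, em 460 nm · Read-out basis – % inhibition of thrombin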
Wee1 stabilizer: inhibitors of human Wee1 degradation; HeLa Luc-Wee1K328M stability, luciferase luminescence; 100% = proteasome inhibitor MG132 effect; reporter increase, % at 5 µM; hit rate 1.2% among 220,000; AID 1321;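 active = activation above the mean of all tested compounds plus 3 SD, set per screening run, cut at about 8.8% in these data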;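 also: cells exposed to compound for 20 h before luminescence read; 0% = DMSO alone and 100% = MG132 at 30 µM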
Target sequence (P30291 whole entry K328M): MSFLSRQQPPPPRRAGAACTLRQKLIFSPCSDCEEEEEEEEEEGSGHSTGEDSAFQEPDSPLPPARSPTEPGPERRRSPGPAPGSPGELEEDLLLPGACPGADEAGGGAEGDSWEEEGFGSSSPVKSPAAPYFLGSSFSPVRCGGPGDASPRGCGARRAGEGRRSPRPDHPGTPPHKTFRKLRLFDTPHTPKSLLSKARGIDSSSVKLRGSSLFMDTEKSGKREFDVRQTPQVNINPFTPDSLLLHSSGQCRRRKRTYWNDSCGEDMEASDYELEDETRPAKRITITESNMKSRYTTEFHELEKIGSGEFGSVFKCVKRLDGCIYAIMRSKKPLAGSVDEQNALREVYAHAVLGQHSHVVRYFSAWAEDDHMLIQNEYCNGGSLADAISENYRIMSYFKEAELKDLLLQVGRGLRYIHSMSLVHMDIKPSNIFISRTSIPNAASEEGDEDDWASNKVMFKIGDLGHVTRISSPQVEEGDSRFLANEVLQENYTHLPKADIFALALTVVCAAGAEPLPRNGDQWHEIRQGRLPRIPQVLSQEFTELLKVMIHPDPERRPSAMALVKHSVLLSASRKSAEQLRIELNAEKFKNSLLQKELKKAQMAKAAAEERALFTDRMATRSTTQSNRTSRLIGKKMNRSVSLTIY
p97 inhibitor: inhibitors of human p97 ATPase; hit rate 0.42% among 220,000; P55072; inhibition, % at 8 µM; recombinant p97 ATPase, Kinase-Glo ATP luminescence, 3 h; in the data active = inhibition above about 15%;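 also: 0% = DMSO vehicle and 100% = wells lacking enzyme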
PERK inhibitor: human PERK inhibition, primary cell-based screen; inhibition, % at 5.6 µM; hit rate 0.17% among 220,000; CHO PERK-DD fusion, SEAP luminescence translation reporter; Q9NZJ5;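 active = inhibition above the mean inhibition of all tested compounds plus 3 SD, set separately per screening campaign, cut at about 2.9% in these data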;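 also: PERK kinase domain activated by AP20187 dimerizer at 100 nM; 0% = DMSO with dimerizer and 100% = rapamycin at 8.4 µM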
hK5 inh: blocks human kallikrein 5 protease activity; Q9Y337; recombinant hK5, fluorogenic AMC substrate cleavage; inhibition, % at 5 µM; hit rate 0.59% among 210,000;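 active = inhibition of 40% or more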;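 also: 0% = enzyme controls without compound and 100% = no-enzyme blanks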
Target sequence (Q9Y337 67-293 limits assumed): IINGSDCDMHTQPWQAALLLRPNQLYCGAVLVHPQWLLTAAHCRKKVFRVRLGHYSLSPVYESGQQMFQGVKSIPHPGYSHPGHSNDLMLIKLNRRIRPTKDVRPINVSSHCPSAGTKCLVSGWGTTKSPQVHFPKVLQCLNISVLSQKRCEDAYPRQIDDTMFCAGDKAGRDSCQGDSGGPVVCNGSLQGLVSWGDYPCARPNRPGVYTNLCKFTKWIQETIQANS
An asterisk follows results filed as active; . = not tested or not shown; [ ] = dose if it differs, or a comment.

No.	molecule	KCC2 mod	Furin inh	FXIIa inh	FXIa inh 1536	thrombin 1536
1	Cc1ccccc1Nc1nnc(SCC(=O)NCc2cccs2)s1	-0.14	-19	9	5	-6
2	CC(C)(C)c1nnc(NC(=O)c2cccnc2)s1	-0.14	-13	6	-6	-1
3	COc1cc(CNC2CCCC2)c(Br)cc1OCc1ccccc1	-1.6	-8	.	-7	-10
4	COc1cc(/C=C(\NC(C)=O)C(=O)NC(C)(C)CC(C)(C)C)ccc1OC(C)=O	-0.0047	-19	7	1	-5
5	Cc1cc[n+](Cc2ccc([N+](=O)[O-])cc2)cc1	0.86	-24	5	-4	-3
6	COc1ccc(NC(=O)CSc2nc3ccc(OC)cc3[nH]2)cc1	0.12	-17	8	1	0
7	O=C(O)c1cccc(NS(=O)(=O)c2cccc3nsnc23)c1	.	-19[20 µM]	18	-10	4
8	Brc1ccc2c(c1)OCCOCCOCCOCCOCCOCCO2	0.024	-1	1	-11	-7
9	Cc1[nH]c2ccccc2c1C(=O)CSCC(=O)O	2.9e-05	-17	14	8	2
10	CCCC12CN3CC(C)(CN(C1)C3c1ccc(OC)cc1)C2=O (stereo unspecified)	-0.18	-29	20	9	3
11	CCOC(=O)c1sc(=S)n(-c2cccc(OC)c2)c1N	.	-16	15	-17	1
12	C/C(=N\Nc1nc(C)cc(C)n1)c1ccc(C)o1	0.0068	0	8	2	3
13	CCN(CC)C(=O)CCCSc1nnc(Nc2ccccc2F)s1	-0.45	-30	7	-3	5
14	Cc1ccc(-n2cccc2/C=C2\C(=N)N3N=C(c4ccco4)SC3=NC2=O)cc1	3.9	-5	2	-7	-2
15	Cc1ccnc2nc(C(=O)Nc3nnc(-c4ccccc4)o3)nn12	1.1	-34	7	-1	-9

No.	Wee1 stabilizer	p97 inhibitor	PERK inhibitor	hK5 inh
1	7	1	0.2	-29
2	1	-1	0.5	-11
3	0	-2	-0.5	-5
4	4	3	1.2	-7
5	3	5	1.5	0
6	4	4	0.5	-1
7	0	4	0.7	1
8	1	-7	-1.0	-7
9	-2	0	2.0	5
10	-2	-1	0.5	-3
11	-2	6	-1.1	9
12	-2	2	1.2	1
13	8	2	0.2	-1
14	-1	4	0.3	-6
15	0	6	1.1	5

Later entries.
No.	molecule	KCC2 mod	Furin inh	FXIIa inh	FXIa inh 1536	thrombin 1536
16	Cc1ccc(-c2nc3ccccc3[nH]c2=O)cc1	0.87	-16	-2	-4	-13
17	Cc1ccc(C)c(N2CCN(c3ccncc3N)CC2)c1	0.3	-7	1	-5	-8
18	COc1ccc(CCNC(=O)Cn2c(=O)n(CCCC(=O)NCc3ccco3)c(=O)c3sccc32)cc1OC	-0.28	-13	8	2	-9
19	CCN1CCC(NC(=O)Nc2ccccc2C(=O)OC)CC1	0.61	-18	2	-7	-6
20	Cc1cc(NC(=O)c2ccc([N+](=O)[O-])cc2)n(C)n1	-0.95	-17	3	-3	-2
21	O=C(COC(=O)CCNS(=O)(=O)c1ccc2c(c1)OCCO2)NC1CCCc2ccccc21 (stereo unspecified)	-0.84	-21	22	-1	4
22	CCCNC(=O)NC(=O)CSc1nnc(-c2ccncc2)n1CC	-0.076	4	-2	-1	0
23	O=C(NC(=S)Nc1ccc(CN2CCOCC2)cc1)c1cc2ccccc2o1	12*	-15	5	-2	-3
24	Cc1ccc(-n2ncc3c(=O)n(CC(=O)NC4CCCCC4)cnc32)cc1	0.91	-5	0	3	-19
25	CCOC(=O)N1CCN(CC(=O)c2ccc3c(c2)CCN3C(C)=O)CC1	-0.025	-11	7	-6	-2
26	O=C1N/C(=C/c2cccs2)C(=O)N1Cc1ccccc1F	0.43	-23	7	-2	-7
27	CN(c1nc2c(c(=O)n(C)c(=O)n2C)n1CC(=O)c1ccccc1)C1CCCCC1	.	-18	7	-4	-3
28	O=C(NCc1ccccc1)c1ccc2nccnc2c1	0.54	-9[20 µM]	19	-13	5
29	O=C(Nc1ccccn1)c1cc2ccccc2o1	.	-18[20 µM]	25	15	1
30	CN(C)c1ccc(C(=S)Nc2ccccc2)cc1	0.68	5	10	1	-8

No.	Wee1 stabilizer	p97 inhibitor	PERK inhibitor	hK5 inh
16	9.1*	-5	-0.3	-4
17	2	-1	-1.5	-7
18	3	1	1.6	3
19	-2	-6	0.7	-4
20	-2	0	0.0	-4
21	-2	-1	0.8	-19
22	2	-6	0.4	-1
23	2	2	0.3	.
24	3	4	0.1	2
25	0	-2	1.6	1
26	-2	4	0.3	0
27	0	-2	-0.9	-5
28	2	2	-0.8	4
29	0	-42	0.6	-2
30	-1	3	0.9	-10

Next part:
No.	molecule	KCC2 mod	Furin inh	FXIIa inh	FXIa inh 1536	thrombin 1536
31	CCCCN(CCCC)S(=O)(=O)c1ccc(NC(=O)c2cccs2)cc1	0.67	-11[20 µM]	18	6	2
32	Cc1ccc(NC(=O)CN2C(=O)/C(=C3\SC(=S)N(C4CCS(=O)(=O)C4)C3=O)c3ccccc32)cc1 (stereo unspecified)	-0.46	-13	1	-4	16
33	O=C(COC(=O)CN1C(=O)C2CCCCC2C1=O)NC1CCS(=O)(=O)C1 (stereo unspecified)	-0.023	-1	6	-2	-2
34	O=C(COC(=O)c1ccccc1C(=O)c1ccccc1)NCCc1ccc(Cl)cc1Cl	-0.95	2	-3	3	-2
35	CCOC(=O)N1CCN(C(=O)c2ccc3c(=O)n(-c4cc(OC)ccc4OC)c(=S)[nH]c3c2)CC1	0.2	-23	6	-2	-6
36	CCCS(=O)(=O)N1CCCC(C(=O)NCCCN(Cc2ccccc2)C(C)C)C1 (stereo unspecified)	0.59	-10	-8	-5	1
37	COCCNC(=O)CN(C(=O)Cn1nnc2ccccc21)c1ccc(F)c(Cl)c1	0.46	-2[20 µM]	9	4	0
38	CCOC(=O)N1CCN(C(=O)c2ccc(NS(C)(=O)=O)cc2)CC1	0.14	-7[20 µM]	-4	-3	-14
39	CC(=O)NC1(c2ccccc2)CCN(Cc2nnnn2C(C)(C)C)CC1	0.045	-13	1	1	7
40	O=C(CN1CCN(Cc2cccc(Cl)c2)C1=O)NCc1cccs1	-0.41	-30	9	-5	3
41	Cn1ncc2c(Nc3ccccc3Cl)nc(Nc3ccccc3Cl)nc21	0.69	-12	19	14	1
42	CCC(NC(=O)c1ccccc1NC(=O)c1ccco1)C(=O)NC1CCCCC1 (stereo unspecified)	1.3	-2	13	-1	0
43	Cc1ccc(-n2c(SCC3CNC(=O)O3)nnc2-c2ccccc2)cc1C (stereo unspecified)	-0.62	1	7	-1	-3
44	Cc1cc(/C=C(\C#N)c2nc3ccccc3[nH]2)c(C)n1C	-0.19	0	5	5	-2
45	CCOC(=O)COc1ccc(S(=O)(=O)N2CCN(c3ccc(OC)cc3)CC2)cc1	-0.13	-8	25	27	24

No.	Wee1 stabilizer	p97 inhibitor	PERK inhibitor	hK5 inh
31	0	-1	-0.6	-5
32	1	-1	0.4	2
33	1	-5	0.7	-2
34	0	-11	-1.3	1
35	7	0	1.6	.
36	-2	2	-0.7	3
37	1	0	0.2	-26
38	0	-5	0.5	-16
39	-1	-1	0.3	1
40	2	-1	-0.4	-6
41	4	0	0.8	-4
42	1	-7	-0.4	-5
43	2	-4	0.0	-6
44	0	2	-0.8	-12
45	0	-10	-0.7	21

(list continues)
No.	molecule	KCC2 mod	Furin inh	FXIIa inh	FXIa inh 1536	thrombin 1536
46	O=C(O)CSCc1nc2ccccc2[nH]1	1.2	-15	9	2	14
47	CN(C)c1ccc(/C=N/NC(=O)c2ccccc2)cc1	1.1	-4	3	-3	3
48	O=C(CN1CCCCC1CO)c1ccc(OC(F)F)cc1 (stereo unspecified)	-0.64	-12	11	1	-2
49	O=C(CSCCO)Nc1cccc([N+](=O)[O-])c1	0.068	-5	0	-7	-9
50	O=C(CCN1C(=O)c2ccccc2C1=O)NCCCn1ccnc1	-0.38	-23	3	-1	1
51	COc1c(F)c(F)c(C(=O)O)c(Nc2ccc(C)cc2)c1F	.	-18[20 µM]	-1	-4	-2
52	CCOC(=O)N1CCN(C(=O)c2sc3nc(-c4ccc(F)cc4)cn3c2C)CC1	-0.79	-1	11	-4	-5
53	C/C(N)=C(/C#N)C(=O)CSc1nc2ccccc2c(=O)n1-c1ccc(C)c(Cl)c1	-0.0027	-23	6	-6	-5
54	CCC1(C)Cc2c(sc3nnn(CC(=O)Nc4ccc(C)cc4)c(=O)c23)CO1 (stereo unspecified)	-0.39	-5[20 µM]	1	-2	-2
55	Cc1ccc(C)n1C(Cc1ccccc1)C(=O)O (stereo unspecified)	0.95	-29	25	6	-1
56	Cn1c(N)c(C(=O)COC(=O)CC(NC(=O)c2ccccc2Cl)c2ccccc2)c(=O)n(C)c1=O (stereo unspecified)	-0.79	-16	10	1	-5
57	COc1ccc(OC)c(NC(=S)N(CCc2c(C)[nH]c3ccc(C)cc23)Cc2cccs2)c1	-0.57	-7	14	7	1
58	O=C(NCc1ccncc1)C(=O)NCC(c1ccccc1)c1ccccc1	0.057	-14	5	-2	-8
59	CCN1CCC(NC(=O)Nc2ccc(F)cc2)CC1	-2	-15	-2	-5	-7
60	CCOC(=O)c1cc2sccc2n1CC(=O)Nc1ccc(OC)cc1OC	.	-17[20 µM]	8	0	-4
61	O=C(NNS(=O)(=O)c1ccccc1[N+](=O)[O-])c1ccc(O)cc1	.	-34[20 µM]	-13	-6	1

No.	Wee1 stabilizer	p97 inhibitor	PERK inhibitor	hK5 inh
46	7	1	0.5	5
47	4	-1	1.7	-9
48	-2	0	0.4	-6
49	-2	-1	0.3	-26
50	-2	3	0.4	-25
51	-1	6	1.2	3
52	-3	-6	-1.1	-2
53	-1	4	0.0	-2
54	9	-3	-0.2	-1
55	-2	1	1.7	-2
56	0	1	1.2	2
57	0	0	-0.7	-6
58	0	3	-0.6	-23
59	1	4	1.4	.
60	2	0	0.0	-2
61	0	3	0.1	-16
